# From PubChem BioAssay
# Tau fibril FP: blocks human tau fibril formation measured by polarization. K18 P301L tau heparin fibrillization, Alexa594 FP, 6 h. Potency, µM (series often up to 57.7 µM), for the others: top-dose activity, negative = inhibition, most hits filed as inhibitors. actives 0.39% (n = 280,000). AID 1468; also: % is scaled to controls: 0 for no effect and ±100 for the full control effect; nearly all actives have a fitted effect of over 55% in size
# Target sequence (P10636 561-689 P618L limits assumed): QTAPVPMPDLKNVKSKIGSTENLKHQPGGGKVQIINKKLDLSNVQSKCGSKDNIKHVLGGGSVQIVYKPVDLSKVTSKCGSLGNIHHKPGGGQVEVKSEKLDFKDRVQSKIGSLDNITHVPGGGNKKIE
#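 Heparin (20 uM) drove fibril formation of recombinant tau K18 P301L, 15 uM unlabeled with 0.24 uM Alexa 594 label, for 6 hr at 37 C in 100 mM sodium acetate pH 7. Fluorescence polarization (555/632 nm) read 1 hr after 30 uM ThT.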
# GAA glycogen: GAA glycogen-cleavage inhibition or activation; P10253; recombinant GAA, glycogen substrate, Amplex Red glucose oxidase fluorescence; Potency, µM (highest dose often 76.4 µM), inactives show at the top dose activity change, negative = inhibition, hits mostly inhibitors; actives 0.38% (n = 300,000); AID 2100;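 also: 0% = full enzyme reaction and -100% = no-enzyme basal signal; the screen sought inhibitors and activators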
#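 Recombinant human enzyme (4 nM); glycogen substrate; 37 C, 40 min, pH 5.0. Readout: coupled glucose oxidase/Amplex Red fluorescence.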
# aGlu spleen mod: inhibitors or activators of human alpha-glucosidase in spleen homogenate. actives 0.006% (n = 240,000). P10253. Potency, µM (doses to about 79.9 µM), for inactives: top-dose activity change, negative = inhibition, actives largely listed as inhibitors. human spleen homogenate, 4-MU-alpha-glucoside fluorescence. AID 2112;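 also: 0% = enzyme with vehicle and -100% = no enzyme basal signal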
#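 Compounds were titrated against alpha-glucosidase in spleen homogenate at pH 5.0, with 1 mM 4-methylumbelliferyl substrate for 40 min at 37 C. Reactions were quenched with pH 10 NaOH/glycine and fluorescence measured.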
# GAA inh: alpha-glucosidase (human) inhibition; P10253; purified human GAA, 4-MU-alpha-glucoside fluorescence; Potency, µM (doses to about 76.9 µM), for the others: top-dose activity change, negative = inhibition, most hits filed as inhibitors; actives 0.005% (n = 200,000); AID 1466;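 also: plate controls were uninhibited enzyme wells for no effect and no-enzyme background for full effect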
#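 Human alpha-glucosidase, 4 nM, pre-mixed with test compounds before 400 uM 4-methylumbelliferyl substrate; 20 min room temperature at pH 5.0. Fluorescence read after pH 10 stop; AC50 values from Hill-equation fits.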
# Tau ThT inhib: inhibitors of human tau fibril formation, thioflavin T binding. P10636. recombinant tau K18 P301L, heparin-induced fibrillization, ThT fluorescence. Potency, µM (highest dose often 57.4 µM), for the others: at the top dose activity, negative = inhibition, hits mostly inhibitors. actives 2.1% (n = 270,000); also: % is scaled to controls: 0 for no effect and ±100 for the full control effect; nearly all actives have a fitted effect of over 55% in size
#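 Heparin-induced fibrillization of the P301L-mutant K18 repeat-domain fragment of human tau was followed by ThT binding in quantitative high-throughput format.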
# aGal spleen mod: inhibitors or activators of human alpha-galactosidase in spleen homogenate; P06280; human spleen homogenate, 4MU-alpha-Gal fluorescence, 40 min; Potency, µM (highest dose often 80 µM), inactives show top-dose activity change, negative = inhibition, most hits filed as inhibitors; actives 0.008% (n = 240,000);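 also: 0% = enzyme with vehicle and -100% = no enzyme basal signal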
# Target sequence (P06280 32-429 limits assumed): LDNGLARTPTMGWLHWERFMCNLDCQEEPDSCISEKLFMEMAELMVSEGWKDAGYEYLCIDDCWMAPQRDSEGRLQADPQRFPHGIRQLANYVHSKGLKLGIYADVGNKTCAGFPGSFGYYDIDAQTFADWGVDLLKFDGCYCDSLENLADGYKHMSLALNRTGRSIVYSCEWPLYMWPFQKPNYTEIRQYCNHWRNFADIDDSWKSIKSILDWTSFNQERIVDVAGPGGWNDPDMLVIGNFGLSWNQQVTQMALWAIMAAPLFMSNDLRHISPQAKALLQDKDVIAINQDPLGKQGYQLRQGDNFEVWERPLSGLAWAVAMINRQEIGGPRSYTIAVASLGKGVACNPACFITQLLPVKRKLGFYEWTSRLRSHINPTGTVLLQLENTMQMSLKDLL
#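 Inhibition or activation of alpha-galactosidase in human spleen homogenate is scored by 4-MU fluorescence after 40 min at 37C, pH 5.0, with 1 mM substrate. AC50s come from concentration-response fitted to the Hill equation.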
# Tau fluor cs: counter-screen for tau fibril formation inhibitors; tau K18 P301L (four-repeat tau fragment) Alexa594 fluorescence, heparin fibrillization; AID 1463; actives 0.93% (n = 280,000); Potency, µM (highest dose often 57.7 µM), inactives show at the top dose activity change, negative = decrease; also: % is scaled to controls: 0 for no effect and ±100 for the full control effect; nearly all actives have a fitted effect of over 55% in size
#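 Human K18 P301L tau (15 uM unlabeled plus 0.24 uM Alexa 594-labeled, final) in 100 mM sodium acetate pH 7 was mixed with compound and 20 uM heparin and incubated 6 hr at 37 C.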
# HTT cytoprotect: Huntington cell model cytoprotection by ATP luminescence; PC12 HTT-Q103 induced, cytoprotection, ATP luminescence, 40 h; Potency, µM (doses to about 56.4 µM), inactives show cytoprotection (ATP increase), most hits filed as activators; actives 0.14% (n = 230,000); AID 1471;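 also: % of control where 0% means no effect; nearly all actives have a fitted effect of over 45% in size; toxic huntingtin expression switched on by the ecdysone agonist tebufenozide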
#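 Huntington model: PC12 line, ecdysone-inducible HTTQ103 exon1–GFP, tebufenozide 100 nM. Test articles in a dose series. Endpoint luminescence from cellular ATP.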
# * hit, by the source's call; u = inconclusive; x = not tested or not shown; & = joins results of further samples; [ ] = another dose, or the depositor's remark. Calls follow the shape of the dose curve; as a rule, active = well fitted curve in the direction sought with a large enough effect; inconclusive = small, poorly fitted or top-dose-only effect, or another doubt; inactive = no such curve, though single readings can be large; an effect the other way counts as inactive or inconclusive. Potency is read from the fitted curve at half-maximal effect.
molecule	aGal spleen mod	aGlu spleen mod	GAA inh	HTT cytoprotect	GAA glycogen	Tau fibril FP	Tau ThT inhib	Tau fluor cs
CN=C(Nc1ccc(Br)cc1)SC1CC(=O)N(c2ccc(OC)cc2)C1=O (stereo not drawn)	-4%	0%	-16%	-1%[10 µM]	8%	-13%	-4%	u
COc1ccc(CN(C)CC(=O)Nc2ccc(Cl)cc2C(F)(F)F)c(OC)c1	4%	5%	-7%	4%[1.9 µM]	-6%	-5%	-10%	-11%
C/C=C/c1ccc(OCCOc2cccc3cccnc23)c(OC)c1	-6%	-6%	-13%	27%[0.074 µM]	1%	-1%	-16%	0%
CCc1ccccc1NC(=O)Cn1c(=O)n(-c2ccc(CC(=O)NCC3CCCO3)cc2)c(=O)c2ccccc21 (stereo not drawn)	-2%	3%	1%	-29%	-6%	-1%&0%	-2%&-6%	-1%&-6%
CN1CC2([N+](=O)[O-])CC=C(Oc3ccccc3)C([N+](=O)[O-])(C1)C2 (stereo not drawn)	19%	9%	8%	-12%	9%	1%	1%	-10%
Cc1ccc(S(=O)(=O)N2CCC(C(=O)N(C)C3CCS(=O)(=O)C3)CC2)cc1 (stereo not drawn)	0%	-7%	-14%	1%	-4%	3%	2%	0%
Cc1c(C(=O)NNc2cc(=O)n(C)c(=O)n2C)cccc1[N+](=O)[O-]	-2%	-7%	x	-5%[10 µM]	u	-6%	-16%	-4%
COC(=O)C1CCN(C(=O)C23CCC(C)(C(=O)O2)C3(C)C)CC1 (stereo not drawn)	-1%	3%	3%	-10%	-4%	7%	5%	2%
Cc1ccccc1CSc1nc2[nH]ncc2c(=O)[nH]1	-1%	4%	-7%	7%[10 µM]	u	-7%	-8%	-13%
CCC1CCCCN1Cc1cc(OC)c(O)c([N+](=O)[O-])c1 (stereo not drawn)	-8%	5%	-1%	6%	-2%	-3%	u	-15%
COC(=O)c1ccc(NC(=O)CCN2CCCCC2)cc1	u	-9%&0%	-8%&-6%	4%	1%&6%	0%&0%	-7%&-10%	-2%&-6%
Cc1cccc(C)c1NC(=O)c1sc(-n2nc(C)c(Cc3ccc4c(c3)OCO4)c2C)nc1C	x	x	x	x	2%[76.3 µM]	-1%	-9%	-14%

# An excerpt from above, limited to Tau fluor cs, HTT cytoprotect and aGal spleen mod.
SMILES | Tau fluor cs | HTT cytoprotect | aGal spleen mod
Cc1c(C(=O)NNc2cc(=O)n(C)c(=O)n2C)cccc1[N+](=O)[O-] | -4% | -5%[10 µM] | -2%
CCC1CCCCN1Cc1cc(OC)c(O)c([N+](=O)[O-])c1 (stereo not drawn) | -15% | 6% | -8%
Cc1cccc(C)c1NC(=O)c1sc(-n2nc(C)c(Cc3ccc4c(c3)OCO4)c2C)nc1C | -14% | x | x
COC(=O)C1CCN(C(=O)C23CCC(C)(C(=O)O2)C3(C)C)CC1 (stereo not drawn) | 2% | -10% | -1%
Cc1ccccc1CSc1nc2[nH]ncc2c(=O)[nH]1 | -13% | 7%[10 µM] | -1%

# Continued.
molecule	aGal spleen mod	aGlu spleen mod	GAA inh	HTT cytoprotect	GAA glycogen	Tau fibril FP	Tau ThT inhib	Tau fluor cs
CCN(CC)S(=O)(=O)c1cccc(-c2nnc(SCC(N)=O)n2CCc2ccccc2)c1	4%	8%	-4%	-5%[10 µM]	6%	3%	-6%	-5%
CCO[C@H]1OC(C(=O)O)=C[C@@H](C)[C@@H]1CCCO	7%	-10%	x	14%[10 µM]	-5%	1%	-6%	2%
CC(C)n1nc(C(=O)Nc2nc3ccc(S(C)(=O)=O)cc3s2)c2ccccc2c1=O	2%	1%	-4%	-27%[10 µM]	5%	-9%	-11%	-10%
O=C(CCl)N(C/C=C/c1ccccc1)c1ccc2c(c1)OCCO2	-3%	0%	-7%	-43%[inhibitor]	5%	6%	u	-19%
CCN(CC)CCOc1cc2c(nn1)Oc1ccccc1N2C	-4%	-2%	u	12%	-26%	-8%	-6%	-7%
COc1cccc(C2=Nn3c(nnc3-c3ccccc3O)SC2)c1	-2%&0%	0%&5%	u	9%[10 µM]	3%	-8%	-14%	-20%
O=C(Nc1cccc(-c2nc3ccccc3c(=O)o2)c1)c1ccccc1	-3%	2%	-6%	-204%[inhibitor]	-6%	-8%	2%	-8%
OCc1ccccc1O[C@@H]1O[C@H](CO)[C@@H](O)[C@H](O)[C@H]1O	3%	0%	x	-16%[1.9 µM]	5%[76.3 µM]	-5%	-13%	-9%
CCOc1ccc(CNC(=O)CCCn2nc(C)c3sc4ccccc4c3c2=O)cc1	x	x	x	x	0%[76.3 µM]	u	16%	-24%
CC(=O)Nc1cccc(NC(=O)c2cc(Cl)ccc2Cl)c1	-3%	1%	4%	-61%[inhibitor]	3%	2%	4%	-1%
Cc1cc2c(ncn2C)c(NS(=O)(=O)c2cc(Cl)ccc2Cl)c1C	-3%	-5%	1%	21%[10 µM]	-1%	4%	-17%	-14%
O=C(OCc1cc(Cl)ccc1OC(F)F)c1cccnc1	-5%	6%	-1%	-19%	-2%	u	-13%	-16%
CSc1sc(-c2nnc(SCC(=O)Nc3ccc(Cl)cc3)n2C)c2c1C=CCC2	4%	0%	-6%	5%[10 µM]	8%	-6%	-10%	-13%
O=C(N/N=C/c1cccs1)c1cccc(S(=O)(=O)Nc2ccc(Cl)cc2)c1	-15%	-12%	u	14%[10 µM]	-22%	u	7%	3%
Cn1cc(S(=O)(=O)c2ccccc2)n(C)c1=O	7%	7%	2%	-6%	1%	7%	-1%	3%
CC(C)(C)C(=O)NC(=S)Nc1ccccn1	15%	7%	4%	-1%	6%	3%	-1%	-1%
CC(=O)Nc1ccccc1C(=O)C(=O)Nc1ccc(C)c(F)c1	14%	-2%	3%	-12%[10 µM]	2%	6%	0%	-3%
c1ccc(Nc2nnc(-c3cccc4ccccc34)o2)cc1	8%	4%	x	-4%[10 µM]	4%	-5%	-3%	-14%
COc1cc(OC)c(NC(=O)C(c2ccccc2)N2Cc3ccccc3C2=O)cc1Cl (stereo not drawn)	x	x	x	x	u	-1%	1%	-3%
COC(=O)c1sccc1NC(=O)C1CCCCC1C(=O)O (stereo not drawn)	5%	2%	u	3%	6%	-1%	-4%	3%
COC(=O)c1ccc(NC(=O)CN2C(=O)C3C4C=CC(C4)C3C2=O)cc1 (stereo not drawn)	-6%	-7%	-5%	4%[10 µM]	-2%	1%	0%	-1%
O=C(/C=C/c1ccccc1)Nn1cnc2ccccc2c1=O	4%	-2%	-11%	4%[10 µM]	3%	2%	-6%	0%
CCC(CC)C(=O)Nc1cccc(C(=O)NCCc2ccc(S(N)(=O)=O)cc2)c1	5%	4%	-1%	-5%[10 µM]	-6%	-5%	-3%	-7%
Cc1nc2ccccc2nc1OCc1cccc(Cl)c1	-2%	0%	4%	4%[10 µM]	14%	6%	-4%	-4%
COc1ccc(/C(C)=N/Nc2ccc(F)cc2F)c(O)c1	-10%	3%	-6%	-37%[inhibitor]	9%	3%	u	-22%
COC(=O)c1c(N)n(-c2ccc(OC)c(OC)c2)c2nc3ccccc3nc12	x	x	x	x	6%[76.3 µM]	1%	-17%	-10%
O=C(CSc1nc(-c2ccc(F)cc2)[nH]c1-c1ccccc1)NCC1CCCO1 (stereo not drawn)	x	x	x	x	-12%[76.3 µM]	10%	-11%	u
CCOC(=O)c1[nH]c(C)c(C(=O)NCCCN2CCOCC2)c1C	-4%	-3%	-2%	-1%	-15%	-4%	-6%	-4%
Cc1cc(C(=O)Nc2c(C)n(C)n(-c3ccccc3)c2=O)on1	5%	7%	-6%	-24%	-27%	u	-12%	-11%
Cc1cc(N2CCOCC2)ccc1/C=C1\NC(=O)N(CC(=O)Nc2ccc(F)cc2)C1=O	-7%	-3%	6%	-8%[10 µM]	21%	4%	u	u
Cc1nc(NCC2CC2)c2nnn(Cc3ccccc3)c2n1	-1%	-7%	0%	-14%[10 µM]	-12%	-3%	-8%	-16%
CCCc1cc(C(N)=O)c(NC(C)=O)s1	-23%	-2%	1%	-6%	-10%	-4%	-10%	-5%
COc1ccc(/C=N/NC(=O)c2cccc(NC(=O)c3ccc(F)cc3)c2)c(C(=O)O)c1OC	-7%	6%	-5%	-4%	-20%	-10%	-17%	-7%
FC(F)(F)COc1ccc(-n2ccnc2)nn1	10%	5%	1%	2%	-7%	0%	10%	4%
Cc1ccc(N2CC(C(=O)N3CCCc4ccccc43)CC2=O)cc1 (stereo not drawn)	-17%	-3%	-6%	-3%[0.074 µM]	-5%	3%	-8%	-4%
Nc1c(C(=O)NCC2CCCO2)sc(=S)n1-c1ccccc1 (stereo not drawn)	5%	0%	-5%	-14%	-17%	-4%	-6%	-2%

# 3 compounds already listed, sorted by the number in GAA glycogen, largest number first:
canonical_smiles	aGal spleen mod	aGlu spleen mod	GAA inh	GAA glycogen	Tau fibril FP	Tau ThT inhib
COc1cccc(C2=Nn3c(nnc3-c3ccccc3O)SC2)c1	-2%&0%	0%&5%	u	3%	-8%	-14%
COC(=O)C1CCN(C(=O)C23CCC(C)(C(=O)O2)C3(C)C)CC1 (stereo not drawn)	-1%	3%	3%	-4%	7%	5%
O=C(N/N=C/c1cccs1)c1cccc(S(=O)(=O)Nc2ccc(Cl)cc2)c1	-15%	-12%	u	-22%	u	7%

# Next section.
molecule	aGal spleen mod	aGlu spleen mod	GAA inh	HTT cytoprotect	GAA glycogen	Tau fibril FP	Tau ThT inhib	Tau fluor cs
CC1CCN(S(=O)(=O)N2CCC(C(=O)N3CCC(N(C)CC4CCCO4)CC3)CC2)CC1 (stereo not drawn)	-4%	-7%	-3%[15.4 µM]	-36%	7%	-7%	-2%	4%
CCn1ncc([N+](=O)[O-])c1C(=O)NC1CCCCC1	7%	-2%	6%	-4%[10 µM]	-7%	3%	-2%	0%
Cc1cccc(C)c1NC(=O)C1(N(C(=O)c2ccccn2)c2ccc(O)cc2)CCCCC1	1%	3%	1%	2%[10 µM]	-14%	2%	-7%	-5%
Cc1oc(-c2ccc(Cl)cc2)[n+]([O-])c1C	4%	6%	4%	-5%[0.074 µM]	0%	-3%	-17%	-6%
COC(=O)Nc1ccc2c(c1)N(C(=O)CCN1CCN3CCCC3C1)c1ccccc1S2 (stereo not drawn)	10%	3%	-3%	-18%	10%	-6%	u	-8%
Nn1c(SCC(=O)NCCC2=CCCCC2)nnc1C(F)(F)F	10%	5%	-4%	3%	2%	15%	4%	4%
O=C(NCc1ccccc1)c1ccc2c(c1)N(Cc1ccccc1)C(=O)c1ccccc1S2(=O)=O	x	x	x	x	3%[76.3 µM]	u	5%	-29%
